Bioassay records: PubChem BioAssay, several laboratories
Efflux pump mplx – blocks antifungal efflux pumps in multiplex yeast assay; S. cerevisiae Candida pump triplex, Nile Red efflux; inhibition, % at 10 µM; 0.44% of 330,000 active; AID 485275;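 active = plate passing quality check with inhibition over a set limit, or well fluorescence over plate mean plus 4 SD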;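 note: Nile Red retained in pooled yeast measured as flow cytometry median fluorescence; 0% = buffer negative control and 100% = Enniatin B positive control; higher means more Nile Red kept so more efflux inhibition; some compounds called inactive have numbers as strong as hits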
PP1 counter – blocks human PP1-alpha phosphatase, a PP5 counter-screen; P62136; purified PP1alpha, OMFP fluorescence; inhibition, % at 6.7 µM; 0.9% of 320,000 active; AID 2235;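 active = inhibition above the mean inhibition of all tested compounds plus 3 SD, computed separately for each screening campaign, cut at about 15% in these data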
Target sequence (P62136 whole entry, looked up): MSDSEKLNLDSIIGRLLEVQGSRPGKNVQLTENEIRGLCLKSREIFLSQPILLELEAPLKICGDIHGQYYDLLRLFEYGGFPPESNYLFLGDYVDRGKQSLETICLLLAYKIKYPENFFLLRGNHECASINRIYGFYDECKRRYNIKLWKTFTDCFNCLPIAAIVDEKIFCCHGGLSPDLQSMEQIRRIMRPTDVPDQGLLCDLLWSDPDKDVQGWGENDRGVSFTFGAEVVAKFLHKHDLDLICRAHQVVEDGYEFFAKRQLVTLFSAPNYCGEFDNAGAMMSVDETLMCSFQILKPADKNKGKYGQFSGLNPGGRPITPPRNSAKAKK
LYPLA2 counter – LYPLA2 (human) inhibition in PME1 counter-screen | recombinant LYPLA2, FP-Rh probe fluorescence polarization | inhibition, % at 5.9 µM | 0.38% of 320,000 active | AID 2177;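 active = inhibition above the screen-wide mean plus 3 SD, limit set per campaign, cut at about 26% in these data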;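 note: 0% = LYPLA2 with DMSO and 100% = wells lacking LYPLA2 enzyme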
Target sequence (O95372 whole entry, looked up): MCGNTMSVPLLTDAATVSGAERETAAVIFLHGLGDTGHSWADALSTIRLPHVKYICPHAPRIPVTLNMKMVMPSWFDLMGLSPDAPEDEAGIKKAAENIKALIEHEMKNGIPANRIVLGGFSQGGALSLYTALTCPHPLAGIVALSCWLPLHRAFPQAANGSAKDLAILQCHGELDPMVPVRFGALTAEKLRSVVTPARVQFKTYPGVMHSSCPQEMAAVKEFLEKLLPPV
Fh CTSL1 inh – cathepsin L1 inhibition, PFM18AAP counter-screen; recombinant F. hepatica cathepsin L1, Z-Leu-Arg-MCA fluorescence; inhibition, % at 5.96 µM; 0.49% of 300,000 active; AID 1906;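 active = inhibition above the mean of all tested compounds plus 3 SD, set per screening campaign, cut at about 17% in these data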;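 note: 0% = plate median of test compound wells and 100% = 1 µM Z-Phe-Ala-diazomethylketone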
PREPL inhibitor – human PREPL enzyme inhibition | recombinant PREPL, fluorescence polarization activity-based probe | inhibition, % at 5.96 µM | 0.68% of 320,000 active | AID 2751; in the data active = inhibition above about 43%;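 note: 0% = enzyme with DMSO and 100% = wells lacking enzyme; many of its hits are not listed in these tables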
GASC-1 inh – human JMJD2C demethylase inhibition. AID 2099. 0.069% of 330,000 active. inhibition, % at 2.35 µM. Q9H3R0. GST-JMJD2C(1-420) H3K9me3 demethylation, DELFIA europium;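 active = more than half of a compound's replicate wells show inhibition beyond 50%, single wells judged on their own value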;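 note: signal counts dimethyl H3K9 product captured on neutravidin plate; 0% = median of DMSO wells and 100% = 0.3 times that DMSO median; strong numbers were not always called active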
Target sequence (Q9H3R0 1-420 limits assumed): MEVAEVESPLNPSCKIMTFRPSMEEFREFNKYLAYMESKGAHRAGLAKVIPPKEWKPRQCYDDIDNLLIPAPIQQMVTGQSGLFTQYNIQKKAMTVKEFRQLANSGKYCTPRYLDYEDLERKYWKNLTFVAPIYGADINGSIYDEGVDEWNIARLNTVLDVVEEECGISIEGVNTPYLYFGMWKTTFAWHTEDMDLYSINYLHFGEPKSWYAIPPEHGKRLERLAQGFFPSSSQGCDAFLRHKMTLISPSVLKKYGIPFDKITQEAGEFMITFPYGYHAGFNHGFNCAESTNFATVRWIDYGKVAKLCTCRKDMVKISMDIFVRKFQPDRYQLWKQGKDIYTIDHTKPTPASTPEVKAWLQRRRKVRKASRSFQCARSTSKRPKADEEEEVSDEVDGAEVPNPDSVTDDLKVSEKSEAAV
PP5 primary – inhibitors of human protein phosphatase 5 (PP5). 0.18% of 320,000 active. purified PP5c, OMFP substrate fluorescence. inhibition, % at 6.7 µM. P53041;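 active = inhibition above the campaign's mean inhibition across all tested compounds plus 3 SD, cut at about 9.5% in these data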;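 note: 0% = DMSO only and 100% = 100 µM cantharidin control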
TPT1 inh – blocks Candida albicans tRNA 2'-phosphotransferase; recombinant caTPT1, FP RNA substrate dephosphorylation; inhibition, % at 5 µM; 0.81% of 300,000 active;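 active = inhibition above the mean of all tested compounds plus 3 SD, set per screening campaign, cut at about 24% in these data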;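 note: plate controls were DMSO alone for no effect and ferristatin control at 100 nM for full effect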
core dimer inh – blocks dimerization of HCV core protein | TR-FRET GST/Flag-core106 dimerization, 1536-well | inhibition, % at 5 µM | 0.33% of 300,000 active;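 active = inhibition above the mean of all tested compounds plus 3 SD, set per screening campaign, cut at about 45% in these data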
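assay system = GST-tagged and Flag-tagged HCV core protein residues 1-106 | controls = unlabelled core106 and no-GST-core106 wells | incubation = compound-protein-antibody incubation 4 h at 22.5 °C | probe or stimulus = Eu donor and XL665 acceptor anti-tag antibodies | read-out = % inhibition based on acceptor/donor emission ratio | signal = TR-FRET 671 and 617 nm emission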
* hit, by the source's call; x = no result given. These rows are one share of the data; rates above refer to the full screens.

SMILES	Efflux pump mplx	PP1 counter	LYPLA2 counter	Fh CTSL1 inh	PREPL inhibitor	GASC-1 inh	PP5 primary	TPT1 inh	core dimer inh
O=C1Nc2ccccc2C(O)(C(=O)NCc2ccco2)N1c1ccc(Cl)c(Cl)c1 (stereo not given)	-0.2	-2	-4	66*	9	-3	-7.5	-4	-4
O=C(O)c1ccccc1C(=O)NCC(O)COc1ccc(Cl)cc1 (stereo not given)	0.0	-4	-3	-4	-3	25	3.4	1	-5
CC(=O)N1c2ccc(S(=O)(=O)N(C)CC(=O)N(C)Cc3ccccc3)cc2CC1C (stereo not given)	0.0	-2	-2	-2	2	3	-0.5	-1	3
CC(C)c1ccc(NC(=O)c2ccc(NC3=NC4CS(=O)(=O)CC4S3)cc2)cc1 (stereo not given)	0.0	-2	-1	-1	3	-1	3.3	1	7
CCn1cc(C(=O)N2CCN(c3ccc([N+](=O)[O-])cc3)CC2)c(=O)c2ccc(C)nc21	1.4	-5	2	-2	22	-1	4.0	1	-9
COC(=O)Nc1nc(-c2ccccc2)c(C(=O)c2ccc(Cl)cc2)s1	-0.1	-3	6	5	-14	14	-1.0	-5	7
O=C(CSc1nc2ccccc2n1CC(=O)NCc1ccccc1)NCc1ccco1	-0.2	-1	0	2	12	5	0.7	2	0
COC(=O)C1=C(N)Oc2cc(C)n(CCc3ccccc3)c(=O)c2C1c1cccnc1 (stereo not given)	0.1	0	0	0	-7	20	-1.8	-1	3
O=C(c1c(F)cccc1F)N1CCCC(c2nc(-c3ccc(Cl)cc3)no2)C1 (stereo not given)	0.0	0	-3	-5	-17	4	2.7	-3	5
COc1cccc(-c2cc(C(=O)N/N=C/c3ccc(OC)c(COC(C)=O)c3)c3ccccc3n2)c1	0.3	5	-55	-3	-1	x	2.5	-2	20
COc1ccc(C2SCC(=O)N2C)cc1 (stereo not given)	-0.6	-3	-7	0	2	-3	-0.1	-2	2
CCCc1c(C(=O)Nc2ccc(OC)cc2)cnn1-c1ccccc1	-0.2	4	10	3	10	8	3.3	-9	-6
COC(=O)c1ccccc1OCCCCN1CC(C)OC(C)C1 (stereo not given)	0.0	2	6	-2	4	0	0.7	-2	-3
Cc1cc(C)n(-c2ccc(C(=O)NC3=NCCS3)cc2)n1	0.2	-1	5	0	7	16	4.0	2	0
CCN(CC)CCn1c(=S)[nH]c2ccc(Br)cc2c1=O	-0.1	-6	1	4	0	-5	-0.1	-1	0
NC(=O)CC(NC(=O)c1ccc(Br)cc1)c1ccc(NC2CCCCCCC2)c([N+](=O)[O-])c1 (stereo not given)	0.2	-2	6	3	-1	4	3.5	5	13
CC(=O)Nc1nc2ccccc2n1Cc1ccc(Cl)cc1	-0.1	-4	3	1	-3	-6	-1.8	-2	1
Cc1nn(CCc2nn[nH]n2)c2nc(-c3ccc(Br)cc3)cc(C(F)(F)F)c12	0.3	7	-11	8	-3	3	2.6	-1	21
COc1ccc(CC(=O)Nc2cccnc2)cc1	0.0	-2	4	-2	-2	10	-0.8	-1	2
O=C(NC12CC3CC(CC(C3)C1)C2)c1ccc([N+](=O)[O-])o1	0.1	-1	-1	2	-1	5	5.0	4	-7
O=C(CCc1ccccc1)Nc1ccc(S(=O)(=O)N2CCCC2)cc1	0.3	1	-4	-6	-1	-10	-4.7	-7	-8
COc1ccc(N(CC(=O)Nc2ccc3c(c2)OCCO3)S(C)(=O)=O)c(OC)c1	-0.1	1	-5	5	5	32	-1.3	-1	2
COc1ccc(N2CCN(C(=O)c3cccc(NC(=O)c4ccco4)c3)CC2)cc1	0.0	1	3	1	-1	-10	0.7	1	6
CCN1CCN(CC(=O)n2c3c(c4ccccc42)CC(C)CC3)CC1 (stereo not given)	0.1	2	-4	2	0	62	1.1	-2	-7
O=c1c(Cc2ccc(Cl)cc2)c(O)ccn1Cc1cccc(Cl)c1	-0.1	1	-1	0	0	-23	-1.2	-3	-1
CCOc1ccc(CN2CCNC(=O)C2CC(=O)NCCN2CCOC2=O)cc1 (stereo not given)	0.0	-7	3	-1	12	3	2.9	-6	10
CC1CCN(C(=O)CCc2nnc3ccc(NCCCN4CCCC4=O)nn23)CC1	-0.1	2	5	4	27	8	-0.4	-3	-6
CC(=O)c1sc(NC(=O)C2CCN(C(=O)c3ccccc3C)CC2)nc1-c1ccccc1	0.0	1	27*	5	-6	6	3.2	4	18
COc1ccc(S(=O)(=O)Cc2ccc(C(=O)N3CCN(c4ccccc4)CC3)o2)cc1	0.4	-7	-5	-1	5	1	4.6	2	1
CCOc1ccc(NC(=O)CCCN2C(=S)NC(C)(C)CC2C)cc1 (stereo not given)	0.2	-4	-1	2	8	5	1.9	-2	3
CCOC(=O)C1=C(C)NC2=C(C(=O)CC(C)(C)C2)C1c1ccc(O)c(OCC)c1 (stereo not given)	0.2	-4	-1	4	18	-1	0.7	0	-7
Cc1ccc(-n2[nH]c(=O)c3cccnc32)cc1	-0.2	-1	0	1	11	1	0.6	-7	-11
CCN(CC)CCN1C(=O)/C(=C\c2ccc(Cl)c([N+](=O)[O-])c2)SC1=Nc1ccc(OC)cc1	0.1	19*	-3	3	-8	8	3.2	-2	-9
COc1ccc(C(=O)OCC(=O)NCCCc2ccccc2)c(OC)c1	0.0	1	4	4	-14	2	1.7	-2	8
O=C(CCS(=O)(=O)c1cccs1)N1CCN(c2ccc(F)cc2)CC1	0.0	-6	3	-27	-6	2	1.3	1	3
O=C(Nc1nc2ccccc2[nH]1)c1cccs1	0.1	-1	-5	-1	8	-9	4.3	2	5
O=C(O)c1ccccc1C(=O)c1ccc2c(c1)N(Cc1ccc(Cl)c(Cl)c1)C(=O)CO2	0.2	4	-8	0	15	37	4.8	-5	14
O=C(Nc1nccs1)c1ccc(Br)o1	0.0	2	0	2	3	-3	0.1	3	7
Cc1ccc(-c2nnc(-c3ccc(NC(=O)c4ccco4)cc3)o2)cc1	0.2	1	-4	0	-3	5	4.0	0	16
COc1cccc(C(=O)CSc2nc3ccccc3n2CC(=O)N(C(C)C)C(C)C)c1	0.1	0	4	-1	-16	-7	3.1	-1	-7

Some of the entries so far, with two lines to a compound.
Each structure is followed by: Efflux pump mplx	PP1 counter	LYPLA2 counter	Fh CTSL1 inh	PREPL inhibitor	GASC-1 inh	PP5 primary	TPT1 inh	core dimer inh
COc1ccc(N2CCN(C(=O)c3cccc(NC(=O)c4ccco4)c3)CC2)cc1
    0.0	1	3	1	-1	-10	0.7	1	6
CCN1CCN(CC(=O)n2c3c(c4ccccc42)CC(C)CC3)CC1 (stereo not given)
    0.1	2	-4	2	0	62	1.1	-2	-7
O=c1c(Cc2ccc(Cl)cc2)c(O)ccn1Cc1cccc(Cl)c1
    -0.1	1	-1	0	0	-23	-1.2	-3	-1
CCOc1ccc(CN2CCNC(=O)C2CC(=O)NCCN2CCOC2=O)cc1 (stereo not given)
    0.0	-7	3	-1	12	3	2.9	-6	10
CC1CCN(C(=O)CCc2nnc3ccc(NCCCN4CCCC4=O)nn23)CC1
    -0.1	2	5	4	27	8	-0.4	-3	-6
CC(=O)c1sc(NC(=O)C2CCN(C(=O)c3ccccc3C)CC2)nc1-c1ccccc1
    0.0	1	27*	5	-6	6	3.2	4	18
COc1ccc(S(=O)(=O)Cc2ccc(C(=O)N3CCN(c4ccccc4)CC3)o2)cc1
    0.4	-7	-5	-1	5	1	4.6	2	1
CCOc1ccc(NC(=O)CCCN2C(=S)NC(C)(C)CC2C)cc1 (stereo not given)
    0.2	-4	-1	2	8	5	1.9	-2	3
CCOC(=O)C1=C(C)NC2=C(C(=O)CC(C)(C)C2)C1c1ccc(O)c(OCC)c1 (stereo not given)
    0.2	-4	-1	4	18	-1	0.7	0	-7
Cc1ccc(-n2[nH]c(=O)c3cccnc32)cc1
    -0.2	-1	0	1	11	1	0.6	-7	-11
CCN(CC)CCN1C(=O)/C(=C\c2ccc(Cl)c([N+](=O)[O-])c2)SC1=Nc1ccc(OC)cc1
    0.1	19*	-3	3	-8	8	3.2	-2	-9
COc1ccc(C(=O)OCC(=O)NCCCc2ccccc2)c(OC)c1
    0.0	1	4	4	-14	2	1.7	-2	8
O=C(CCS(=O)(=O)c1cccs1)N1CCN(c2ccc(F)cc2)CC1
    0.0	-6	3	-27	-6	2	1.3	1	3
O=C(Nc1nc2ccccc2[nH]1)c1cccs1
    0.1	-1	-5	-1	8	-9	4.3	2	5
O=C(O)c1ccccc1C(=O)c1ccc2c(c1)N(Cc1ccc(Cl)c(Cl)c1)C(=O)CO2
    0.2	4	-8	0	15	37	4.8	-5	14

New compounds follow.
SMILES	Efflux pump mplx	PP1 counter	LYPLA2 counter	Fh CTSL1 inh	PREPL inhibitor	GASC-1 inh	PP5 primary	TPT1 inh	core dimer inh
CCOc1ccccc1/C=N/n1nnnc1N	0.0	0	2	4	0	1	0.4	2	8
CC1(C)CC(=O)C2=C(C1)N(N1CCOCC1)C(N)=C(C#N)C2c1cccnc1 (stereo not given)	-0.1	-3	16	1	5	0	0.3	-1	-2
CSc1nc(-c2ccccc2)nc(NC(=O)c2ccccc2)c1C(C)=O	0.1	0	-4	3	5	12	3.5	-2	3
COc1ccc2nc(SCC(=O)NC3CCCc4ccccc43)[nH]c2c1 (stereo not given)	0.5	-4	-3	0	-3	24	3.6	1	-3
O=C(CSc1ccc(F)cc1)NCC1(N2CCOCC2)CCCCC1	0.1	-2	-1	-2	4	-4	-1.3	2	-1
C=CCn1c(CCC(=O)O)ccc1-c1ccc(OC)cc1	0.1	1	3	1	1	12	0.0	8	14
COc1ccc(C(=O)/C=C/Nc2ccc(S(=O)(=O)Nc3cc(OC)nc(OC)n3)cc2)c(OC)c1	0.0	-2	-11	-2	17	-7	2.6	36*	18
C=CCNC(=O)CCc1nnc(C2(c3ccc(Cl)cc3)CCC2)o1	0.2	2	9	0	0	-5	4.3	2	-5
COc1cccc(-c2csc(N3CCN(C(=O)Nc4ccccc4OC)CC3)n2)c1	-0.2	4	-1	-3	11	-12	1.2	1	5
Cc1ccc(S(=O)(=O)N(C)C)cc1NC(=O)COC(=O)CC1CCCC1	0.0	-4	-2	2	-7	-7	-2.1	2	2
CC12CN(C(=O)c3ccc([N+](=O)[O-])cc3)CC(C)(CN(C(=O)c3ccc([N+](=O)[O-])cc3)C1)C2=O	-0.1	-5	-2	1	-2	1	-0.9	-2	1
COc1ccc(CCNC(=O)c2ccc3nc4cc(Cl)ccc4c(=O)n3c2)cc1OC	0.1	-2	0	1	-3	-11	0.9	2	10
CCCc1cc(=O)n2[nH]c(-c3ccccc3)cc2n1	-0.1	1	6	3	16	6	-1.2	0	-5
COc1ccc2c(c1)c1ccccc1n2C	-0.1	0	-1	-2	3	1	1.2	0	-8
CC1(C)Cc2c(C#N)c(NCC3CCCO3)nc(-c3ccco3)c2CO1 (stereo not given)	0.1	1	-11	2	1	2	4.5	3	9
Cc1ccc(-n2nc3c(=O)n(C(C)C(=O)NCc4ccco4)nc(C)c3c2C)cc1 (stereo not given)	0.0	-4	1	4	9	-5	-0.6	-2	1
O=C(c1cccc(S(=O)(=O)N2CCc3ccccc32)c1)N1CCc2ccccc2C1	0.1	3	-3	x	0	-1	2.6	x	x
